IkB sig inh – IkB pathway inhibition in ABC-DLBCL cells. ABC-DLBCL IkBa-CBG/CBR dual luciferase ratio, 4 h; response scale: scaled: untreated 0%, proteasome inhibitor 100%. Potency, µM (series often up to 57.1 µM), inactives show top-dose IkBa stabilization activation. actives 0.04% (n = 110,000). AID 445; active means well fitted curve in the direction sought with a large enough effect in the signal ratio, not every such curve was filed as active; inconclusive means small, poorly fitted or top-dose-only effect, or a change in a side signal; the % refers to the signal ratio;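 further: the direction sought is a rising ratio; 0% = basal untreated cells and 100% = reference inhibitor full response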
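Curves were fitted separately to fusion (green), unfused (red) and ratio luminescence, then classed by r2, magnitude and activity. Cells: OCI-Ly3, 4 h compound plus doxycycline at 37C; 10 uM MG-132 defined full response.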
p53ts 32C tox – p53ts cell cytotoxicity, permissive temperature; actives 0.93% (n = 130,000); H1299-p53A138V at 32C, ATP luminescence viability, 24 h; Potency, µM (highest dose often 46.1 µM), for inactives: at the highest dose activity change, negative = cytotoxicity, hits mostly cytotoxic; AID 924;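 further: 0% = DMSO and -100% = full killing by reference compound; nearly all actives have a fitted effect of over 55% in size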
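Viability by ATPlite luminescence after 24 h compound treatment (up to 46 uM) at the permissive 32C. Cells are H1299 carrying p53 A138V. Scale runs from DMSO basal to 100 uM tamoxifen as full kill; AC50 from Hill fits.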
p53ts 39C tox – kills p53ts cells at the nonpermissive temperature; H1299-p53A138V viability at 39C, ATP luminescence, 24 h; Potency, µM (top dose mostly 46.1 µM), without a hit: top-dose activity change, negative = cell killing, most hits filed as cytotoxic; actives 1.5% (n = 130,000); further: nearly all actives have a fitted effect of over 55% in size
Imprint erasure – inducers of genomic imprint erasure in mouse ES cells; mouse ES Peg3-LacZ reporter, beta-gal luminescence, 40 h; Potency, µM (doses to about 60.7 µM), for the others: top-dose activity change, positive = activation, most hits filed as activators; actives 0.02% (n = 110,000);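 further: 0% = negative control wells on the plate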
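Readout: BetaGlo luminescence (5 min, room temp) for LacZ from the normally silent maternal Peg3 allele in female Peg3LacZ-Neo ES cells. Cells 300/well, 40 h, 37C, 5% CO2. Data normalized per plate to negative controls.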
The depositor's hits bear a star; ? = inconclusive; / = no result given; & = joins results of further samples; [ ] = dose if it differs, or a comment. Unless noted, the call rests on the fitted dose curve; in most records, active means well fitted curve in the direction sought with a large enough effect; inconclusive means small, poorly fitted or top-dose-only effect, or another doubt; inactive means no such curve, though single readings can be large; an effect the other way counts as inactive or inconclusive. Unless noted, on the % scale 0 is the no-effect control and ±100 the full control effect; potency means the concentration at half of the fitted maximal effect.

SMILES | IkB sig inh | p53ts 32C tox | p53ts 39C tox | Imprint erasure
CN1CCC(NC(=O)Cc2c(F)cccc2Cl)CC1 | 0.1% | 8% | -2% | -17%
Cn1cccc1C(=O)N1CCC2(CCCN(Cc3ccccc3)C2)CC1 | -1.2%[11.4 µM] | 1% | 0% | /
COc1ccc(C(=O)N2CCN(C3CCC(c4ccccc4)CC3)CC2)cc1OC (stereo not drawn) | ? | 0% | -19% | -17%
O=c1c2ccccc2nnn1CSc1nnc(-c2cccnc2)n1-c1ccccc1F | 0.5% | -6% | -9% | -6%
CCN1CCN(C(=O)c2cc3nc(-c4ccccc4)cc(C(F)(F)F)n3n2)CC1 | -4.4% | -1% | 12% | -18%
Cn1c(NCCCCO)nc2c1c(=O)n(Cc1ccc(Cl)cc1)c(=O)n2C | -0.7% | 5% | 13% | 11%[10.9 µM]
Cc1cccc(N2CCN(C(=O)Cc3c(C(=O)O)[nH]c4ccc(Cl)cc34)CC2)c1C | ? | 5% | 4% | -12%
COc1ccc(NC(=O)Cc2csc(C)n2)cc1 | -0.5% | 2% | -22% | -10%[10.9 µM]
Cc1nc(CCNC(=O)COc2ccccc2)cs1 | 3.6% | 8% | 16% | -13%
CCOc1cccc2c1Oc1nc(-c3ccccc3)nc(SCC(=O)Nc3ccc(F)cc3)c1C2 | ? | -9% | -2% | 19%[10.9 µM]
CCOC(=O)c1c(NC(=O)c2ccccc2OCC)sc2c1CCC(CC)C2 (stereo not drawn) | 3.1% | 6% | 2% | -4%[10.9 µM]
CN(C)CCNc1nc2c(c(=O)n(C)c(=O)n2C)n1C | 0.3%[11.4 µM] | -4%[9.22 µM] | 12%[9.22 µM] | 2%[10.9 µM]
COc1cccc(CNC(=O)CN2C(=O)N(c3cc(C)ccc3C)S(=O)(=O)c3ccccc32)c1OC | ? | -7% | -15% | -14%[10.9 µM]
COc1ccc(C2CC(=O)c3cc(-c4nc(-c5cccc(Cl)c5)cs4)c(=O)[nH]c3C2)cc1 (stereo not drawn) | -0.9% | 6% | 0% | -10%[10.9 µM]
COCCN1CCc2nc(SCC(=O)Nc3ccc(C)c(Cl)c3)[nH]c(=O)c2C1 | -0.1% | -3% | -5% | 7%[10.9 µM]
CCOc1ccc(-n2c(COc3ccc(C)cc3)nnc2SCC(N)=O)cc1 | 5.8% | 0% | 3% | 1%
CC(C)(C)NC(=O)Nc1ccccc1C(N)=O | -1.3% | 6% | -1% | 3%
CC(C)N=c1cc2n(-c3ccc(Cl)cc3)c3ccccc3nc-2cc1Nc1ccc(Cl)cc1 | -1.6%[25.6 µM] | -3%[20.6 µM] | -1%[20.6 µM] | 2%[16.8 µM]
Cc1cc(F)ccc1Nc1nc2ccc(Cl)cc2n2cnnc12 | -1.8% | 3% | 13% | -8%[10.9 µM]
Cc1cccc(-n2ncc(C(=O)N3CCOCC3)c2C2CCN(C(=O)OC(C)(C)C)CC2)c1 | 0.5% | -3% | -18% | 27%[10.9 µM]
COc1ccc(N2CCN(C(c3ccc(F)cc3)c3sc4nc(-c5ccco5)nn4c3O)CC2)cc1 (stereo not drawn) | ? | 3% | 11% | -9%[10.9 µM]
Cc1cc(C)cc(-n2c(SCC(N)=O)nc3c(oc4ccccc43)c2=O)c1 | -0.5% | -5% | -7% | 5%[10.9 µM]
O=c1c2c(nc3c(-c4cccc5ccccc45)c[nH]n13)CCC2 | ? | ? | -19% | ?
CCN(c1cccc(C)c1)c1ncnc2c1cnn2-c1cccc(Cl)c1 | ? | -2% | -14% | -8%[10.9 µM]
Cc1cccc(CNc2nc(-c3ccccc3CN(C)C)nc3ccccc23)c1 | -3.8%[11.4 µM] | -19% | -28% | -31%[inhibitor]
CCOCCCNc1nc2c(c(=O)n(C)c(=O)n2C)n1CCCc1ccccc1 | 1.1% | -11% | -9% | -19%
O=C(CN1CCC(O)CC1)N1c2ccccc2C=Cc2ccccc21 | 1.8% | 0% | 2% | /
O=C(c1ccc(O)cc1)c1ccc(C(=O)O)c(C(=O)O)c1 | -0.2% | 3% | 4% | 19%
C=CCNC(=O)/C(C#N)=C/c1ccccc1OCc1ccc(C(=O)OC)cc1 | / | -15% | 31%[activator] | /
CC(C)C(=O)Nc1cccc(C(=O)Nc2ccc3c(c2)OCO3)c1 | 0.3% | ? | ? | -55%[inhibitor]
CCOc1ccc(NC(=O)CSc2nnc(C)n2Cc2ccccc2)cc1 | / | 9% | 13% | /
Cc1noc(-c2ccc(-c3noc(-c4ccccc4)n3)cc2)n1 | -1.1% | -3% | -14% | -74%[inhibitor][10.9 µM]
O=C(Nc1ccccc1)N1CCC2(CC1)CCN(C(=O)c1cnccn1)CC2 | 3.7%[11.4 µM] | -7% | 3% | /
CCc1ccccc1NC(=O)CN1C(=O)COc2ccc(S(=O)(=O)N3CCCCCC3)cc21 | -1.0% | -1% | 4% | -12%[10.9 µM]
COc1cc(S(=O)(=O)N2CCC(c3nc4ccccc4s3)CC2)ccc1S(=O)(=O)NC1CCCC1 | / | 9% | 18% | /
CC(=O)N[C@@H](C(=O)O)C(C)(C)SN=O | 0.6%&-1.6% | 7%&5% | 7%&10% | -2%
Cn1c(NCCCN2CCOCC2)nc2c1c(=O)n(Cc1ccc(Cl)cc1Cl)c(=O)n2C | 0.9% | -7% | 5% | -11%
CCOC(=O)C(NC(=O)c1ccccc1)=C1C=C(C)OC(C)=C1 | 1.1% | 5% | -5% | -8%
COc1cccc(NC(=O)Cn2c(SCC(=O)N3CCOCC3)nc3ccccc32)c1 | 0.1% | -13% | 0% | -6%
COc1cc2c(cc1OC)-c1nnc(-c3cccs3)n1C(C)(C)C2 | 2.0% | -13% | -4% | -17%
Cn1c(/C(C#N)=C2/CCCCCN2)nc2ccccc21 | 0.5% | 3% | 5% | -7%
COc1ccc(NC(=O)CSc2nnc(Cn3c(=O)sc4ccccc43)n2C)cc1 | -0.6% | 1% | -13% | -1%
O=C(c1cc(O)c(O)c([N+](=O)[O-])c1)c1ccccc1F | 5.2% | ? | ? | -31%[inhibitor]
Cn1cccc1C(=O)OCc1cc(Cl)cc2c1OCOC2 | 1.3% | 4% | -7% | -37%[inhibitor]
CCc1c(C)nc(N)n2c(SCC(=O)Nc3ccccc3OC)nnc12 | 1.9% | -10% | 0% | -3%
C[N+](C)(CCCCCC[N+](C)(C)CCCN1C(=O)c2ccccc2C1=O)CCCN1C(=O)c2ccccc2C1=O | -0.1% | 5% | -9% | -1%
CCOc1ccccc1CNC(=O)CCCN1C(=O)COc2ccc(C)cc21 | 3.5% | 3% | -10% | -7%[10.9 µM]
Cc1cc(NS(=O)(=O)c2ccc(NC(=O)Cc3cccs3)cc2)no1 | 0.8% | -6% | 9% | -30%
Cc1noc(C)c1C(=O)NCc1ccco1 | -3.4% | -19% | 0% | -19%
CCOC(=O)N1CCC(NC(=O)c2ccc3c(c2)N(CC)CCS3)CC1 | 0.3% | -5% | -15% | 1%

(next part)
SMILES | IkB sig inh | p53ts 32C tox | p53ts 39C tox | Imprint erasure
O=c1c2oc3ccccc3c2n(Cc2ccc(Cl)cc2)c(=O)n1Cc1ccc2c(c1)OCO2 | 2.5% | 6% | -25% | -14%[10.9 µM]
Cc1ccccc1Nc1nnc(SCC(=O)NC(=O)NCc2ccco2)s1 | 4.4% | 8% | 3% | -79%[inhibitor]
O=C(Cn1cc2c(n1)CCCCC2)NC1CCN(Cc2ccccc2)CC1 | 3.5% | -7% | 10% | -16%
N#Cc1ccc(CN2CCC3(CC2)CCN(C(=O)c2cc(C(F)(F)F)cc(C(F)(F)F)c2)CC3)cc1 | 13%[11.4 µM] | -15% | -25% | /
CCc1ccccc1NC(=O)C1CCN(S(=O)(=O)c2ccc3[nH]c(=O)ccc3c2)CC1 | 8.2% | 15% | ? | 19%[10.9 µM]
CCSc1nc2cc(OC)c(OC)cc2c(=O)n1CC | -2.8% | 5% | 0% | 6%
Cc1ccccc1Cn1c(SCc2ccc(C(=O)NC3CCCCC3)cc2)nc2ccncc21 | ? | -3% | -20% | -7%[10.9 µM]
O=C(CSc1nc2ccsc2c(=O)n1NC(=O)c1ccccc1)Nc1nccs1 | -0.9% | -2% | -11% | -31%[inhibitor]
c1coc(CNC2CCCCC2)c1 | / | 3% | 5% | /
COc1ccccc1C1C(C(N)=O)=C(C)Nc2nc(-c3ccccc3Cl)nn21 (stereo not drawn) | 3.3% | 4% | 2% | 19%
CC(=O)c1cc2c(cc1NS(=O)(=O)c1ccc(C)cc1)OCCO2 | 0.6% | 7% | 8% | -26%
COc1ccc(CCNC(=O)CCCCn2c(=O)[nH]c3ccccc3c2=O)cc1OC | -0.5% | 4% | -2% | -5%
O=C(NCCCN1CCCCC1)c1cc(Sc2ccc(Cl)cc2)nc2ccccc12 | ? | -1% | ? | -14%[10.9 µM]
CCOC(=O)c1noc2ncnc(NCc3ccccc3OC)c12 | ? | 3% | 8% | -7%[10.9 µM]
O=C(NC1CC(=O)N(c2ccc(F)cc2)C1)c1ccco1 (stereo not drawn) | 1.2% | 6% | -12% | -10%[10.9 µM]
CCOC(=O)CSc1nc2sc3c(c2c(=O)n1Cc1ccccc1)CCC(C(C)(C)C)C3 (stereo not drawn) | -1.3% | -2% | 21% | 5%[10.9 µM]
O=C(CSc1nccn1Cc1ccc(F)cc1)Nc1ccc2c(c1)OCCO2 | 1.6% | 2% | -27% | -9%[10.9 µM]
Cc1ccc(Cl)cc1N1CCN(C(=O)c2cnn(C(C)(C)C)c2C2CCN(C(=O)OC(C)(C)C)CC2)CC1 | ? | 3% | 3% | -5%[10.9 µM]
CCc1c(C)c2c(C)[nH]nc2oc1=O | 0.5% | 4% | 5% | -8%
O=C(NCc1ccco1)[C@@H]1CSC2c3ccccc3C(=O)N21 (stereo partly drawn) | 4.1% | -2% | 3% | -6%
Cc1sc2ncnc(OCC(=O)c3ccc(S(=O)(=O)N4CCCC4)cc3)c2c1C | 0.4% | -2% | -11% | -16%
Cc1cccc(N2CCN(C(=O)C3CCN(S(=O)(=O)c4cn(C)cn4)CC3)CC2)c1C | 0.0% | 2% | 22% | -11%[10.9 µM]
CCC(=O)N1CCc2cc(Br)cc(S(=O)(=O)N3CCC(C(=O)NC(C)(C)C)CC3)c21 | 1.3% | 12% | -2% | -4%[10.9 µM]
Cc1cccc(NC(=O)CSc2nncn2C)c1 | -1.5% | -4% | 2% | -3%[10.9 µM]
Cc1ccc(Cl)cc1N1CCN(C(=O)Cn2ccc3ccccc3c2=O)CC1 | ? | -1% | -18% | -2%

Look-ups from the list.
p53ts 32C tox with `CC(=O)N[C@@H](C(=O)O)C(C)(C)SN=O` → 7%&5%
Imprint erasure with `CC(=O)c1cc2c(cc1NS(=O)(=O)c1ccc(C)cc1)OCCO2` → -26%
p53ts 39C tox with `COc1cc(S(=O)(=O)N2CCC(c3nc4ccccc4s3)CC2)ccc1S(=O)(=O)NC1CCCC1` → 18%
p53ts 39C tox with `N#Cc1ccc(CN2CCC3(CC2)CCN(C(=O)c2cc(C(F)(F)F)cc(C(F)(F)F)c2)CC3)cc1` → -25%
p53ts 32C tox with `c1coc(CNC2CCCCC2)c1` → 3%

Four entries from above, field by field.
SMILES: O=C(c1cc(O)c(O)c([N+](=O)[O-])c1)c1ccccc1F
  IkB sig inh: 5.2%
  p53ts 32C tox: ?
  p53ts 39C tox: ?
  Imprint erasure: -31%[inhibitor]
SMILES: COc1ccc(C(=O)N2CCN(C3CCC(c4ccccc4)CC3)CC2)cc1OC (stereo not drawn)
  IkB sig inh: ?
  p53ts 32C tox: 0%
  p53ts 39C tox: -19%
  Imprint erasure: -17%
SMILES: CN1CCC(NC(=O)Cc2c(F)cccc2Cl)CC1
  IkB sig inh: 0.1%
  p53ts 32C tox: 8%
  p53ts 39C tox: -2%
  Imprint erasure: -17%
SMILES: CCN1CCN(C(=O)c2cc3nc(-c4ccccc4)cc(C(F)(F)F)n3n2)CC1
  IkB sig inh: -4.4%
  p53ts 32C tox: -1%
  p53ts 39C tox: 12%
  Imprint erasure: -18%

Next part
SMILES | IkB sig inh | p53ts 32C tox | p53ts 39C tox | Imprint erasure
Cc1cccc2cc(CN(Cc3cccs3)Cc3nnnn3Cc3ccccc3)c(=O)[nH]c12 | ? | 12% | -10% | -14%
Brc1cccc(Cn2c(-c3cncs3)nc3ccccc32)c1 | / | -16% | -18% | /
COc1ccccc1N(CC(=O)NC(C)(C)C)C(=O)Cn1nnc(-c2ccc(C)o2)n1 | 1.4% | -1% | -4% | -8%
COc1ccc(-c2ccc(=O)n(CC(=O)Nc3ccc(Br)cc3F)n2)cc1 | 1.1% | -22% | -18% | -20%[10.9 µM]

Assay outcomes (PubChem BioAssay)
